Compound activity deposited in PubChem BioAssay by several laboratories.
Autophagy mod = autophagy modulation, high-content screen | MEF GFP-LC3 puncta imaging; test concentration mostly 10 µM | calls only at 10 µM (by protocol) | actives 0.98% (n = 190,000) | AID 463193;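 active = percentage of spot-positive cells more than 3 SD above its plate mean, without a fluorescence outlier flag or 80% toxicity; inconclusive = no clear call, values can overlap the other calls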;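 also: spot-positive cell cutoff set from DMSO-treated cells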
Yfh1-off respiration = mitochondrial function rescue without frataxin homolog – Friedreich's ataxia, plus single-dose screen, dose response (AID 1465). actives 0.074% (n = 220,000). fold induction at 50 µM; hits with a dose series show EC50 in µM. S. cerevisiae Yfh1-off respiration, WST-1 reduction, 72 h; higher fold induction means a stronger effect;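 active = fold induction of absorbance versus untreated yeast above a set limit, then at least 30% activation at any dose in follow-up; inconclusive = repeats straddling the limit, or above it without dose testing; inactive = fold induction below the set limit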;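 also: activators that raise dye reduction in frataxin-depleted yeast; strong numbers were not always called active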
Hep lipid drop = modulators of hepatic lipid droplet formation | actives 0.4% (n = 240,000) | inhibition, % at 6.5 µM | AML12 mouse hepatocytes, oleate lipid droplets, BODIPY imaging;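 active = lipid droplet intensity inhibited by at least 50%, with more than 500 cells counted; inconclusive = wells with under 300 cells, treated as cytotoxic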
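Assay system: AML12 hepatocytes (mouse) / Also added: 100 µM oleic acid challenge / Times: overnight treatment with compound plus oleate / Detection: high-content imaging of BODIPY-stained droplets and DAPI nuclei / Evaluation: % inhibition of lipid droplet signal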
Dynein cargo inh = dynein cargo transport inhibition; z-score, hits read low; actives 0.47% (n = 220,000); 3617.4 mouse cells, GR-EGFP nuclear translocation imaging; test concentration mostly 20 µM; stimulated with dexamethasone, 1 µM; active compounds read low;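 active = plate z-score of nuclear minus cytoplasmic receptor signal below a set negative limit, without overly bright fluorescence or cell loss, cut at about -3.5 in these data, passing the limit was not always enough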;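 also: z-score of nuclear minus cytoplasmic ring GR-EGFP intensity difference per well; some compounds called inactive have numbers as strong as hits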
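Buffer or medium: Induction medium lacking tetracycline, stripped serum | Also added: Dexamethasone agonist, 1.0 µM final, for 30 min | Timing: 48 h induction, 1 h compound, 30 min dex at 37 °C | Detection: Formaldehyde fixation, Hoechst nuclear stain, 10x automated fluorescence imaging | Measure: Nuclear versus cytoplasmic GR-EGFP signal, averaged per well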
ER stress rescue = protection against thapsigargin-triggered cell killing – 384-well, CSM14.1, ATP luminescence, primary screen (AID 1222). CSM14.1 thapsigargin-induced death rescue, ATP luminescence; higher % means a stronger effect. cellular ATP content (survival), % at 20 µM; hits with a dose series show EC50 in µM. 190,000 tested, under 10 active;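 active = EC50 below 50 µM in the dose-response confirmation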;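 also: death triggered by thapsigargin at about 15 µM added after 2 h compound pretreatment; cell ATP read after overnight thapsigargin exposure of roughly 18 to 22 hours; normalized against plate controls of thapsigargin alone and 5% DMSO vehicle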
P. falciparum M17LAP = P. falciparum M17LAP inhibitors, primary screen, biochemical, fluorogenic H-Leu-NHMec substrate, 1536-well (AID 1619); recombinant M17LAP, H-Leu-NHMec fluorogenic kinetic assay; higher % means a stronger effect; inhibition, % at 30 µM; hits with a dose series show IC50 in µM; actives 0.38% (n = 220,000);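 active = compound inhibiting the enzyme by more than half at any dose during confirmatory dose-response retesting; inconclusive = strong single-dose inhibitors picked by rank but not retested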;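 also: plate controls were full reaction with DMSO carrier for no effect and no enzyme background for full effect; strong numbers were not always called active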
MT stabilizer = microtubule stabilization, imaging screen; HeLa tubulin immunostaining HCS, 24 h; share of cells brighter than vehicle mean+2SD; % tubulin-high responders, % at 10 µM; actives 0.83% (n = 200,000); AID 2205;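 active = plate Z-score above 3 for both tubulin-high and condensed-nucleus cell shares, with cell loss under 80%, at 10 µM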;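 also: anti alpha tubulin signal scored within the nucleus-defined area of each cell; some results filed as inactive read as strong as hits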
Insulin prom up = MIN6 insulin promoter up-regulation; MIN6 insulin promoter-GFP reporter, high-content imaging; active compounds read high; z-score at 5 µM; actives 0.3% (n = 190,000); AID 1625;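 active = z-score above 3 at 5 µM with at least 500 cells counted in the well; inconclusive = wells under 500 cells, flagged as cytotoxic or low count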
P. falciparum M1AAP = P. falciparum M1AAP inhibitors, biochemical, fluorogenic H-Leu-NHMec substrate, 1536-well (AID 1445); one-dose inhibition, % at 30 µM; IC50 in µM for titrated hits; actives 0.42% (n = 220,000); recombinant M1AAP, H-Leu-NHMec fluorogenic kinetic assay; higher % means a stronger effect;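 active = primary inhibition above the hit cutoff, then over 50% inhibition at one or more dose response concentrations, cut at about 23% in these data, passing the limit was not always enough; inconclusive = conflicting primary data, or primary hits not chosen for dose response; inactive = low primary inhibition, or under 50% at every dose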;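 also: plate controls were DMSO full reaction for no effect and no enzyme background for full effect; strong numbers were not always called active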
Dynein cargo inh cytoplasmic EGFP = also measured in Dynein cargo inh; calls as there; z-score; measured here: cytoplasmic GR-EGFP intensity; active compounds read high
Dynein cargo inh nuclear GR-EGFP = also measured in Dynein cargo inh; calls as there; z-score; measured here: nuclear GR-EGFP intensity;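 lower value marks the stronger effect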
Dynein cargo inh cell count = also measured in Dynein cargo inh; calls as there; z-score; measured here: cell count per field
Insulin prom up cell count = further read-out of Insulin prom up, marked with its call; cell count; measured here: cytotoxicity, nuclei count;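 total cells summed across four imaged fields per well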
Hep lipid drop cells 6.5 µM = also measured in Hep lipid drop; calls as there; cell count; measured here: cell count, cytotoxicity flag;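 cells counted across two imaged fields per well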
MT stabilizer Hoechst-high % = also measured in MT stabilizer; calls as there; % Hoechst-high responders; measured here: nuclear condensation Hoechst responders;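 share of cells brighter than vehicle mean plus two SD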
MT stabilizer cytotoxicity % = also measured in MT stabilizer; calls as there; toxicity, %; measured here: cytotoxicity by cell density;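 0% = mean cell density of plate MIN control wells and 100% = no cells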
Autophagy mod cell loss 18 h = second read-out of Autophagy mod, no call of its own (marks repeat the call); toxicity, %; measured here: cell loss, nuclei count;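 cell loss after 18 h compound exposure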
* marks the source's active call; other numbers are inactive results; i = inactive; ? = inconclusive; / = no result given.

SMILES | Autophagy mod | Autophagy mod cell loss 18 h | Yfh1-off respiration | Hep lipid drop | Hep lipid drop cells 6.5 µM | Dynein cargo inh | Dynein cargo inh cytoplasmic EGFP | Dynein cargo inh nuclear GR-EGFP | Dynein cargo inh cell count | ER stress rescue | P. falciparum M17LAP | MT stabilizer | MT stabilizer Hoechst-high % | MT stabilizer cytotoxicity % | Insulin prom up | Insulin prom up cell count | P. falciparum M1AAP
Cc1ccccc1NC(=O)CN1C(=O)S/C(=C\c2ccc(-c3cccc(C(=O)O)c3C)o2)C1=O | i | 6.1 | i | 7.2 | 717 | 0.849 | -0.315 | 0.0235 | 0.317 | -0.9% | -5.8% | 2.8 | 1.6 | 7.3 | 0.86 | 1366 | -2.1%
CCOC(=O)c1ccc(N2CN(CCc3ccccc3)CNC2=S)cc1 | i | 0.9 | i | -1.6 | 563 | -0.372 | -0.272 | -0.456 | 0.763 | 2.6% | 8.9% | 2.7 | 2.0 | 1.4 | 0.12 | 1502 | 2.4%
O=C(COc1ccc(Br)cc1)N1CCc2ccccc21 | / | / | i | 0.1 | 683 | 0.456 | -0.25 | 0.236 | 0.138 | / | 7.6% | / | / | / | 0.31 | 1061 | 1.5%
CCOC(=O)N1CCN(c2cc(NCCO)c([N+](=O)[O-])c3nonc23)CC1 | i | -0.7 | i | / | / | -0.831 | -0.228 | -0.399 | 0.977 | -1.7% | -3.9% | 2.6 | 2.7 | 3.2 | -1.86 | 1354 | 2.6%
CC1=C(C(=O)NCc2ccco2)C2(CCC(C)CC2)OC1=O (centres undefined) | / | / | i | -11.5 | 481 | -0.595 | -0.252 | -0.275 | 0.523 | / | -9.2% | 3.2 | 2.6 | 7.1 | 1.54 | 1364 | 3.0%
COCCCNC(=O)Cn1cc2c(n1)CCC(C)C2 (centres undefined) | i | -14.1 | i | 2.8 | 646 | -0.756 | -0.198 | -0.191 | 0.383 | -2.4% | 3.1% | 3.4 | 1.6 | 7.5 | 0.22 | 1799 | -0.1%
Cc1cccc(C(=O)Oc2ccc(/C=N/NC(=O)Cc3ccc([N+](=O)[O-])cc3)cc2)c1 | i | 10.9 | i | -1.6 | 553 | 3.4 | -0.13 | 1.47 | -2.25 | -2.4% | 5.2% | 3.0 | 2.5 | 0.3 | -0.06 | 1337 | 6.7%
CN(C)c1nc(C#N)nc(N(C)C)n1 | i | -10.1 | i | 1.8 | 736 | 0.533 | -0.148 | 0.457 | 0.43 | 16.3% | -6.0% | 2.4 | 2.1 | 10.3 | -0.1 | 1234 | -0.1%
CN(C)CCNC(=O)COc1ccc(C23CC4CC(CC(C4)C2)C3)cc1 | i | -0.4 | i | -3.4 | 677 | 1.67 | -0.175 | 1.09 | -4.73 | -3.1% | -0.3% | 1.9 | 2.5 | 9.6 | -0.71 | 1284 | -1.6%
COC(=O)c1sc(NC(=O)c2ccco2)c(C#N)c1C | / | / | i | 0.9 | 667 | 0.115 | -0.107 | 0.513 | -0.158 | / | -5.9% | / | / | / | 0.37 | 988 | 7.4%
CC(C)(C)n1cc(S(=O)(=O)c2ccccc2)[nH]c1=O | i | 9.2 | i | -5.3 | 721 | 0.35 | 0.194 | 0.236 | -0.91 | -1.7% | -7.3% | 3.4 | 1.6 | 4.1 | -0.1 | 1355 | 0.3%
Cc1cc(C)nc(NC(=O)NS(=O)(=O)N2CCCCCC2)n1 | i | 1.9 | i | -0.1 | 752 | -0.237 | -0.504 | -0.12 | -0.0471 | -2.9% | 8.7% | 3.9 | 3.1 | 5.8 | 0.11 | 1320 | -0.6%
CCOC(=O)N1CCc2c(sc3ncn(Cc4ccc(F)cc4)c(=O)c23)C1 | / | / | i | 9.0 | 725 | 0.876 | -0.214 | 0.245 | -0.329 | / | -2.3% | / | / | / | -0.05 | 1025 | 0.7%
Cc1ccc(-n2c(-c3c(-c4ccccc4)noc3C)n[nH]c2=S)cc1 | i | -0.2 | i | -5.6 | 782 | 1.59 | -0.141 | 1.35 | -0.407 | -0.1% | -1.8% | 1.0 | 1.3 | 11.1 | 1.02 | 773 | -2.3%
N#CCCn1c(SCC(=O)Nc2ccc(N3CCOCC3)cc2)nc2ccccc21 | i | 1.0 | i | 5.3 | 756 | 0.211 | -0.241 | 0.23 | 0.278 | 4.7% | 13.2% | 1.9 | 1.8 | 6.1 | -0.29 | 1328 | 1.4%
Cc1ccc(-n2[nH]c(C)c(C=Nc3ccc(S(=O)(=O)Nc4nccs4)cc3)c2=O)cc1C | i | 7.9 | i | -21.4 | 621 | -0.633 | 0.28 | -0.474 | 0.523 | -5.2% | -8.9% | 2.8 | 2.5 | 3.2 | -0.43 | 1284 | 19.0%
CCCC(=O)Nc1sc2c(c1C#N)CCCC2 | i | 8.7 | i | -3.4 | 743 | -0.738 | -0.26 | -0.142 | -0.252 | -3.2% | -8.6% | 3.0 | 2.1 | 0.7 | -0.45 | 1350 | -3.1%
CN(C(=O)COC(=O)c1ccc2c(c1)OCO2)C1CCS(=O)(=O)C1 (centres undefined) | i | -3.2 | i | / | / | 1.72 | -0.161 | 1.25 | -1.22 | 0.5% | 18.3% | 4.5 | 3.0 | 3.8 | -0.11 | 1179 | 0.7%
CC(C(=O)N1CCCCC1)N(C)CC(=O)Nc1ccc(Cl)cc1 (centres undefined) | i | 9.7 | i | -6.7 | 683 | 0.0787 | -0.247 | 0.273 | 0.753 | -1.1% | 0.5% | 4.3 | 2.9 | 7.7 | -0.73 | 1216 | -1.4%
NC(=O)[C@H]1CC2(CC(c3cccc(NC(=O)CC(c4ccccc4)c4ccccc4)c3)=NO2)CN1C(=O)CC(c1ccccc1)c1ccccc1 (some centres undefined) | / | / | i | / | / | -0.129 | -0.706 | 0.0427 | 0.000664 | / | -5.1% | / | / | / | 0.71 | 609 | -2.5%
CC1=NN(c2ccccc2)C(=O)C1/C=C1\NC(=S)NC1=O (centres undefined) | i | -0.6 | i | 13.1 | 825 | -0.983 | -0.322 | -0.448 | 0.374 | -1.4% | 8.8% | 1.4 | 2.7 | 6.2 | / | / | ?
CC(=O)Nc1ccc(S(=O)(=O)NC(C(=O)O)C2=CCC=CC2)cc1 (centres undefined) | i | -8.4 | i | / | / | 0.0707 | -0.184 | 0.184 | 0.389 | 0.3% | -17.0% | 2.8 | 1.7 | 1.0 | / | / | -1.6%
COc1cccc(/C=N/NC(=O)c2ccc(=O)n(C)c2)c1OC | i | 49.2 | i | 17.1 | 710 | -0.897 | -0.229 | -0.557 | 0.785 | -2.0% | 28.3% | 4.9 | 2.8 | 5.0 | 0.13 | 1370 | 0.2%
COc1oc(-c2ccc(Cl)cc2)nc1C(F)(F)F | i | -6.5 | i | -5.7 | 739 | -0.134 | -0.22 | 0.175 | -0.203 | -2.8% | 3.8% | 1.8 | 2.1 | 7.6 | / | / | -4.3%
CSc1nc2nccc(-c3ccc(Oc4ccccc4)cc3)n2n1 | i | -4.5 | i | 16.1 | 764 | -0.662 | 0.0413 | -0.0808 | 0.4 | -2.2% | -7.0% | 1.1 | 1.3 | 3.4 | -0.96 | 827 | -1.3%
O=S(=O)(Cc1ccccc1)/C1=C(\N2CCOCC2)CCCCCC1 | i | -17.3 | i | / | / | -0.536 | -0.23 | -0.0326 | 0.217 | -2.5% | 4.8% | 4.8 | 2.7 | 8.1 | 1.32 | 1070 | -3.0%
OCCSc1ncnc2c1oc1ccccc12 | i | -1.5 | i | / | / | -0.442 | -0.172 | -0.318 | 0.21 | -1.0% | 4.8% | 1.9 | 1.0 | 4.5 | 1.91 | 1092 | -2.7%
CC1CN(S(=O)(=O)c2ccc(C(=O)Nc3nc(-c4cc5ccccc5o4)cs3)cc2)CC(C)O1 (centres undefined) | i | 16.3 | i | -5.1 | 599 | -0.474 | -0.287 | -0.512 | 0.812 | -2.1% | 5.7% | 8.9 | 22.5 | 21.9 | / | / | 5.7%
COc1ccccc1CC(=O)NN1C(=O)c2ccccc2C1=O | i | 5.4 | i | 3.5 | 607 | 1.59 | 0.147 | 0.61 | -1.13 | -0.7% | 13.5% | 4.4 | 2.0 | 0.8 | 0.31 | 1373 | -3.3%
COc1cc2c(cc1OC)CN(CC(=O)Nc1ccc3c(c1)OC(F)(F)O3)CC2 | i | 23.0 | / | -13.9 | 812 | 0.208 | -0.214 | 0.421 | 1.18 | -1.9% | 2.8% | 3.0 | 1.4 | 9.5 | -0.23 | 898 | -0.8%
CCn1cc(C(=O)OCc2cccc(Br)c2)c(=O)c2ccc(C)nc21 | i | 2.0 | i | 0.6 | 621 | 0.391 | -0.252 | 0.102 | 0.493 | / | 2.6% | 1.5 | 1.6 | 8.4 | -0.51 | 1252 | 8.5%
CC[C@@H]1CC=C[C@H]2[C@H]1C(=O)N(Cc1ccccc1)[C@H]2c1ccoc1 | / | / | i | -33.9 | 644 | -2.26 | 3.22 | -1.39 | -1.5 | / | 2.7% | / | / | / | 0.01 | 955 | 5.1%
COC(=O)C1SCC2C(=O)N(Cc3ccc(F)cc3)CC(=O)N21 (centres undefined) | i | 10.4 | i | -6.0 | 713 | -0.472 | -0.295 | 0.115 | 0.317 | / | 0.1% | 3.8 | 1.6 | 7.2 | -0.77 | 1023 | -1.7%

Random draw from the library; 3.5% or so of the library scored in one or more.
